mIAP inh = inhibitors of mouse IAP, primary screen, biochemical, luminescence, uHTS; intestinal alkaline phosphatase [Mus musculus]; purified mouse IAP, CDP-Star luminescence, 30 min; inhibition, % at 10 µM; 0.2% of 330,000 active; AID 2806, 2010;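 active = inhibition of at least 40% at 10 µM in the primary screen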;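 also: plate controls were DMSO with enzyme for no effect and no enzyme wells for full effect; values of inactives mirror those of a sister screen read the other way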
beta cell repl = inducers of MIN6 beta-cell proliferation, primary screen, ATP luminescence, uHTS; MIN6 cells proliferation, ATPlite luminescence, 48 h; cells starved in 0.2% serum; 100% = growth in 10% serum; 0.29% of 330,000 active; proliferation, % at 10 µM;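 active = compounds whose signal lies at least 3.5 SD above the mean of all wells on their plate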;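 also: 0% = DMSO-treated cells in low-serum medium and 100% = 10% serum control; some compounds called inactive have numbers as strong as hits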
hIAP act = human IAP activators, primary screen, biochemical, luminescence, uHTS. purified human IAP, CDP-Star luminescence, 30 min; stronger effect = higher value; 1 = vehicle-only enzyme, 0 = enzyme-free background. activation factor at 10 µM. 0.16% of 330,000 active. Intestinal-type alkaline phosphatase (Homo sapiens), P09923;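 active = activation factor of the enzyme at least 2-fold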; also: the source names both 10 and 20 µM as test concentration; values of inactives mirror those of a sister screen read the other way
Target sequence (P09923 whole entry, looked up): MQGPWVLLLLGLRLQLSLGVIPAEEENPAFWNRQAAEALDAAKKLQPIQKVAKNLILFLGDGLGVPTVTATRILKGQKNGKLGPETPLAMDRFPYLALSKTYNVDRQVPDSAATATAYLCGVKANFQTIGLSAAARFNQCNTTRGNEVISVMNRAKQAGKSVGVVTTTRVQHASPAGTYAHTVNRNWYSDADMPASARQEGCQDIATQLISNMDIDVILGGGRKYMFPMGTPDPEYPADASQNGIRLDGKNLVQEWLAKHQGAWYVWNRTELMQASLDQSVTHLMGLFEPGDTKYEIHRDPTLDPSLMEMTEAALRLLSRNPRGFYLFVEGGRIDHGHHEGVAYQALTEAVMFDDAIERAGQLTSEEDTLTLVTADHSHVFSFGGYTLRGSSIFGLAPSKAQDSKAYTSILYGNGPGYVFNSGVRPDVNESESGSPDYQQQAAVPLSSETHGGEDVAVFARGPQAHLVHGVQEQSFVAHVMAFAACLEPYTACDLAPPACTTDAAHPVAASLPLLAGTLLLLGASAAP
NLRP3 yeast inh = NALP3 inflammasome inhibitors in reconstituted yeast, primary screen, luminescence, uHTS | Yeast reconstituted NLRP3/ASC/caspase-1, beta-gal luminescence, 24 h | inhibition, % at 10 µM | 0.39% of 330,000 active | AID 2825, 2010;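 active = inhibition of 50% or more; inactive = inhibition below 50%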;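 also: plate controls were induced DMSO wells for no effect and uninduced yeast grown without galactose for full effect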
mIAP activ = activators of mouse IAP, primary screen, biochemical, luminescence, uHTS. intestinal alkaline phosphatase [Mus musculus]. muIAP, CDP-Star luminescence, 30 min; stronger effect = higher value; 1 = vehicle-only enzyme signal, 0 = enzyme-free wells. activation factor at 10 µM. 0.24% of 330,000 active. AID 2805, 2010;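 active = activation factor of at least 2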; also: the source names both 10 and 20 µM as test concentration; values of inactives mirror those of a sister screen read the other way
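Assay system: mouse IAP enzyme; reagent: chemiluminescent substrate CDP-Star; dosing: test compounds delivered from DMSO solution; schedule: 30 min at room temperature; measured by: luminescence from enzymatic CDP-Star hydrolysis; controls: DMSO-only wells and no-enzyme negative control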
SENP1 inh = human SENP1 catalytic domain inhibitors, primary screen, biochemical, FRET, uHTS; Sentrin-specific protease 1 (Homo sapiens), Q9P0U3; recombinant SENP1 catalytic domain, CyPet-SUMO1-YPet FRET cleavage; inhibition, % at 10 µM; 0.21% of 360,000 active; AID 624204, 2012;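 active = inhibition at least 30% at 10 µM, raw YFP signal under a set limit, fluorescence ratio 0.5 to 1.5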;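 also: 0% = enzyme with DMSO and 100% = no enzyme wells; some results filed as inactive read as strong as hits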
Target sequence (Q9P0U3 419-644 limits assumed): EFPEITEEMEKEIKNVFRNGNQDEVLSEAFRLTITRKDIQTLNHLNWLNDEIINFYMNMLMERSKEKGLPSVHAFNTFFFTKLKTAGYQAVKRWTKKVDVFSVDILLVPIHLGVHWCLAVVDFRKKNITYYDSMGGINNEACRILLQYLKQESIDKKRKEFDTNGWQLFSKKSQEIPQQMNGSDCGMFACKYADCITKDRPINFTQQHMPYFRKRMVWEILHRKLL
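Compound: 10 µM single point, 0.5% DMSO; Test system: hSENP1 catalytic domain, recombinant; Timing: 50 min reaction at room temperature; Technique: FRET, CFP and YFP emission; Control set: no-enzyme wells low, DMSO-plus-enzyme wells high control.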
hIAP inh = human IAP inhibitors, primary screen, biochemical, luminescence, uHTS. 0.12% of 330,000 active. Intestinal-type alkaline phosphatase (Homo sapiens), P09923. AID 2544, 2010. purified IAP, CDP-Star luminescence, 30 min. inhibition, % at 10 µM;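 active = inhibition reaching a set limit with compound at 10 µM in the primary screen, cut at about 35% in these data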;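 also: plate controls were DMSO wells with enzyme for no effect and no-enzyme buffer wells for full effect; values of inactives mirror those of a sister screen read the other way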
A3G deaminase = APOBEC3G DNA deaminase inhibitors, primary screen, biochemical, fluorescence, single-stranded DNA substrate, uHTS; DNA dC->dU-editing enzyme APOBEC-3G (Homo sapiens), Q9HC16; recombinant A3G, ssDNA deamination FAM/TAMRA fluorescence; inhibition, % at 20 µM; 0.28% of 330,000 active;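 active = inhibition of at least 40% at 20 µM, with no more than 30% in the related APOBEC3A deaminase screen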;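 also: plate controls were DMSO wells with A3G for no effect and wells lacking A3G enzyme for full effect; some compounds called inactive have numbers as strong as hits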
A3A deaminase = APOBEC3A ssDNA deaminase inhibitors, primary screen, selectivity assay for APOBEC3G inhibitor project, biochemical, FAM/TAMRA oligo cleavage fluorescence | DNA dC->dU-editing enzyme APOBEC-3A (Homo sapiens), P31941 | recombinant A3A, FAM/TAMRA ssDNA deamination fluorescence | inhibition, % at 20 µM | 0.41% of 330,000 active | AID 493011, 2011;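 active = at least 40% inhibition at 20 µM here, with at most 30% in a related deaminase screen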;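 also: plate controls were A3A with DMSO for no effect and wells lacking A3A enzyme for full effect; some results filed as inactive read as strong as hits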
Target sequence (P31941 whole entry, looked up): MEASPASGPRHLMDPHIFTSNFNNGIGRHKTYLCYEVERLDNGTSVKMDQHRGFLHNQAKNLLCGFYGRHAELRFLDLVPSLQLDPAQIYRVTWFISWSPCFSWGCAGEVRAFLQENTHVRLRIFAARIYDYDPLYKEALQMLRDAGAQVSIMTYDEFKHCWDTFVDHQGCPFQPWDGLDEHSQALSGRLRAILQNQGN
Starred values were filed as active, the others as inactive. Not all compounds are listed (hit frequency here may not be typical).

SMILES	mIAP inh	beta cell repl	hIAP act	NLRP3 yeast inh	mIAP activ	SENP1 inh	hIAP inh	A3G deaminase	A3A deaminase
CN1CCC(=NNC(=O)C(=O)NC2CCCCC2)CC1	9	-3	1	-10	0.91	-1	-2	-4	-4
CC(C(=O)Nc1ncc2c(n1)CC(C)(C)CC2=O)N1C(=O)c2ccccc2C1=O (configuration not stated)	0	-4	1	11	0.99	2	-2	-6	-2
CCc1nnc(NC(=O)CSc2ccc(-c3ccc(-n4cccn4)cc3)nn2)s1	2	-4	0.98	-2	0.98	-3	2	-10	0
CC1=C(C(=O)OCc2ccccc2)C(c2ccc(Cl)cc2)NC(=O)N1CCCCCC(=O)O (configuration not stated)	-7	1	1	14	1.1	1	-1	-6	3
CC(=O)c1cccc(NC(=O)c2nccnc2C(=O)O)c1	-3	0	0.97	7	1	-1	3	-6	-1
Cc1ccc2nc(CSc3nnc(Cc4cccs4)n3C3CCCCC3)cc(=O)n2c1	-3	0	0.94	9	1	-4	6	-2	-1
Nc1nc(NCc2ccco2)nc(N2CCCCCC2)c1[N+](=O)[O-]	10	-2	0.86	47	0.9	1	14	-3	-1
CCOC(=O)C1CCCN(C(=O)c2cc(-c3ccc(C)cc3)nc3ccccc23)C1 (configuration not stated)	3	-7	0.98	1	0.97	4	2	-9	-5
Cc1ccc(S(=O)(=O)Cn2nnnc2C(CC(C)C)N2CCN(c3ccc(F)cc3)CC2)cc1 (configuration not stated)	5	-2	0.91	9	0.95	1	9	2	5
OCc1nc2ccccc2n1CCOc1ccccc1	3	-2	1	10	0.97	-1	-1	-2	-1
Cc1ccc(Cl)cc1NC(=S)N1CCC(c2ccccc2)C1 (configuration not stated)	-20	6	0.89	26	1.2	2	11	-7	-2
Cc1ccc(S(=O)(=O)N2CCCCC2)cc1NC(=O)CSc1nnc(C2CC2)n1C	-4	-1	1	9	1	1	-2	-10	-4
Nc1nc(COC(=O)C2CCN(C(=O)c3ccc(Cl)cc3)CC2)nc(Nc2ccccc2)n1	-6	1	0.9	14	1.1	-1	10	-4	6
O=C(c1ccc(Cl)c(F)c1F)N1CCCC1	6	-2	0.95	15	0.94	2	5	-4	-1
CC(C)CCn1c(NCCN(C)C)nc2c1c(=O)[nH]c(=O)n2C	0	-4	0.94	13	1	-2	6	-2	4
COC(=O)COc1ccc(S(=O)(=O)N2CCOCC2)cc1C	5	-3	1.1	15	0.95	1	-13	-3	-1
CCn1cc(C(=O)NCCCOC)c(=O)c2cc(S(=O)(=O)N3CCC(C)CC3)ccc21	0	-1	0.99	8	1	2	1	-3	-4
Cc1c(-c2ccccc2)oc2c(C(=O)OCC(=O)Nc3cccc(F)c3)cccc2c1=O	5	-2	1	0	0.95	1	-1	-4	-3
COc1ccccc1CNC(=O)c1cc2sccc2n1C	0	-2	1	26	1	-5	-4	0	3
O=C1NC(=O)C2(CCc3ccccc32)N1 (configuration not stated)	-4	-2	1.2	-10	1	3	-18	2	-5
COc1ccc(C2=NO[C@@](CC(=O)O)(C(=O)Nc3ccc4c(c3)OCCO4)C2)cc1	4	-1	1	22	0.96	0	-4	-10	-3
O=C(O)c1ccc(Nc2nc(-c3cccnc3)cs2)cc1	6	-2	1	3	0.94	2	-1	-3	1
CCc1nnc(SCCSc2nnc(CC)n2N)n1N	10	0	0.9	5	0.9	-2	10	-3	-3
Cc1ccc(S(=O)(=O)/C(C#N)=C/c2c[nH]c3ccccc23)cc1	8	-1	1.1	9	0.92	-87	-6	-5	-5
Cc1sc2ncn(-n3c(C)ccc3C)c(=O)c2c1C	6	-2	0.99	8	0.94	-2	1	-6	-4

The results go on.
SMILES	mIAP inh	beta cell repl	hIAP act	NLRP3 yeast inh	mIAP activ	SENP1 inh	hIAP inh	A3G deaminase	A3A deaminase
C=CCN(CC=C)S(=O)(=O)c1ccc(C(=O)Nc2nc3c(s2)CCc2ccccc2-3)cc1	8	-5	1	-8	0.92	-20	-4	-5	0
Cc1cccc(OC2CCN(Cc3nc(CC4CC4)no3)CC2)c1	2	-1	0.9	-12	0.98	4	10	-13	1
CCN(Cc1ccncc1)C(=O)CCc1ccccc1	-4	0	1	10	1	0	0	11	-3
COc1cc(NC(=O)COC(=O)CO/N=C(\C)c2ccc3c(c2)OCO3)cc(OC)c1OC	-7	1	1	14	1.1	4	-2	8	3
COc1cccc(CN2CCNC(=O)C2CC(=O)N(C)Cc2cnccn2)c1OC (configuration not stated)	8	5	1	28	0.92	-6	0	-3	1
COC(=O)CN(c1ccc2c(c1)OCO2)S(C)(=O)=O	-6	1	0.95	11	1.1	-2	5	-7	-1
CCCCNC(=O)c1cn(-c2ccc(OCC)cc2)c(=O)c2cc(OC)c(OC)cc12	-15	-2	0.96	11	1.1	6	4	-3	-2
CN(C)c1cc(-c2ccccc2)nc(-c2ccccc2)n1	0	-3	0.96	19	1	1	4	-7	-7
OC1(c2cccc(F)c2)CCN(Cc2ccncc2)CC1	9	-2	0.93	7	0.91	-4	7	2	1
O=C(COc1cccc(Cl)c1)NCc1ccccc1	0	1	0.92	13	1	-1	8	0	5
C=CCNC(=S)Nc1ccc(F)cc1F	4	-1	0.94	-28	0.96	0	6	-8	-10
COc1ccccc1N1CCN(C(=O)C(=O)N/N=C/c2ccccc2F)CC1	2	0	0.96	17	0.98	1	4	-5	0
CCS(=O)(=O)N1CCN(C(=O)c2cccc3ccccc23)CC1	4	-3	0.94	28	0.96	2	6	-3	-3
CC(C)Cn1c(-c2ccc(C#N)cc2)nc2c1c(=O)[nH]c(=O)n2CC(C)C	0	-1	1.1	-2	1	0	-10	-5	-1
O=C(Nc1ccc(N2CCOCC2)cc1)C1=NN(c2ccccc2)C(=O)CC1	-2	-3	0.94	21	1	2	6	-4	-2
COc1ccc(NC(=O)c2cc(F)cc(F)c2)cc1Cl	0	3	1.1	8	1	13	-5	-5	-2
CS(=O)(=O)N(CCc1ccccc1)CC(=O)NCc1ccc2c(c1)OCO2	10	-3	1.1	3	0.9	1	-6	-6	1
O=C(CSc1nnc(-c2cccs2)n1-c1ccccc1)N1CCOCC1	0	-1	1	0	1	2	0	-4	-3
O=C1/C(=C/c2coc3ccc(O)cc3c2=O)SC(=S)N1c1ccccc1	34	-3	1.1	9	0.66	47*	-8	-7	-2
Nn1c(SCC(=O)Nc2ccc(N3CCOCC3)cc2)nnc1-c1cccc(F)c1	15	0	0.98	17	0.85	3	2	-8	-1
Cc1noc(C)c1NC(=O)N(C)C[C@H]1Oc2c(NC(=O)NC(C)C)cccc2C(=O)N([C@H](C)CO)C[C@@H]1C	16	-3	1	20	0.84	2	-2	-6	-5
O=C(Nc1cc(Oc2ccc(Cl)cc2)cc([N+](=O)[O-])c1)c1ccco1	1	-2	0.99	32	0.99	1	1	-9	-10
CCC1CCCCN1C(=O)CSc1nc2c(c(=O)n(C)c(=O)n2C)n1C (configuration not stated)	7	0	0.96	9	0.93	5	4	-6	-4
CCOC(=O)c1cc2c(C(F)(F)F)cc(-c3ccccc3)nc2o1	19	3	0.97	5	0.81	-6	3	-3	-1
COc1ccc(OCC(=O)N2CCCC(CO)(CCOc3ccccc3)C2)cc1 (configuration not stated)	-7	1	1.1	30	1.1	3	-13	-7	-4

In a second layout: entries from further up
| mol | mIAP inh | beta cell repl | hIAP act | NLRP3 yeast inh | mIAP activ | SENP1 inh | hIAP inh | A3G deaminase | A3A deaminase |
| --- | --- | --- | --- | --- | --- | --- | --- | --- | --- |
| C=CCN(CC=C)S(=O)(=O)c1ccc(C(=O)Nc2nc3c(s2)CCc2ccccc2-3)cc1 | 8 | -5 | 1 | -8 | 0.92 | -20 | -4 | -5 | 0 |
| COc1cc(NC(=O)COC(=O)CO/N=C(\C)c2ccc3c(c2)OCO3)cc(OC)c1OC | -7 | 1 | 1 | 14 | 1.1 | 4 | -2 | 8 | 3 |

A different layout for 5 compounds above.
Structure,mIAP inh,beta cell repl,hIAP act,NLRP3 yeast inh,mIAP activ,SENP1 inh,hIAP inh,A3G deaminase,A3A deaminase
O=C(COc1cccc(Cl)c1)NCc1ccccc1,0,1,0.92,13,1,-1,8,0,5
C=CCN(CC=C)S(=O)(=O)c1ccc(C(=O)Nc2nc3c(s2)CCc2ccccc2-3)cc1,8,-5,1,-8,0.92,-20,-4,-5,0
O=C(CSc1nnc(-c2cccs2)n1-c1ccccc1)N1CCOCC1,0,-1,1,0,1,2,0,-4,-3
COc1ccccc1N1CCN(C(=O)C(=O)N/N=C/c2ccccc2F)CC1,2,0,0.96,17,0.98,1,4,-5,0
CCOC(=O)c1cc2c(C(F)(F)F)cc(-c3ccccc3)nc2o1,19,3,0.97,5,0.81,-6,3,-3,-1

(continued)
SMILES	mIAP inh	beta cell repl	hIAP act	NLRP3 yeast inh	mIAP activ	SENP1 inh	hIAP inh	A3G deaminase	A3A deaminase
CC(C)N(C(=O)CN1C(=O)C(=O)c2ccccc21)c1ccccc1	6	-2	0.9	6	0.94	1	10	-3	1
CN(C)c1ccc(/C=C2\SC(=S)N(Nc3ncc(C(F)(F)F)cc3Cl)C2=O)cc1	26	-2	0.8	17	0.74	-23	20	-128	-74
CC1CCN(C(=O)c2ccc(-c3ccccc3Cl)o2)CC1	9	-3	0.86	24	0.91	-1	14	-12	-5
O=C(Cc1csc(Nc2nc(=S)[nH]c3ccccc23)n1)NCCCN1CCN(c2cccc(Cl)c2)CC1	5	-6	1.1	10	0.95	-38	-5	-10	2
CN(C(=O)COC(=O)C1CCN(S(=O)(=O)c2cccs2)CC1)C1CCS(=O)(=O)C1 (configuration not stated)	-4	-4	0.92	4	1	1	8	4	4
Cc1noc(C)c1Cc1c(Cl)cccc1Cl	4	0	0.91	6	0.96	1	9	-4	0
CCO[C@H]1OC(C(N)=O)=C[C@@H](C(C)(C)C)[C@@H]1CCCO	-2	-1	1.1	12	1	-1	-5	-4	-2
Cc1cccc(NC(=S)NCc2ccc3c(c2)OCO3)c1	-52	0	0.95	6	1.5	2	5	-7	-1

Bioassay records deposited in PubChem BioAssay by Sanford-Burnham Center for Chemical Genomics.
